Assay outcomes (PubChem BioAssay)
PAFAH1B2 FP inh: inhibitors of human PAFAH1B2; inhibition, % at 3.39 µM; recombinant PAFAH1B2, FP-rhodamine activity probe, fluorescence polarization; P68402; actives 1.2% (n = 340,000); AID 492953;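 active means inhibition above the mean of all tested compounds plus 3 SD, cut at about 24% in these data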;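 further: 0% = enzyme with DMSO and 100% = wells lacking PAFAH1B2; many of its hits are not listed in these tables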
LYPLA2 counter: blocks human lysophospholipase 2, a PME1 counter-screen; recombinant LYPLA2, FP-Rh probe fluorescence polarization; inhibition, % at 5.9 µM; actives 0.38% (n = 320,000); AID 2177;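 active means inhibition above the screen-wide mean plus 3 SD, limit set per campaign, cut at about 26% in these data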;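 further: 0% = LYPLA2 with DMSO and 100% = wells lacking LYPLA2 enzyme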
PAD4 inh: inhibitors of human PAD4. actives 0.41% (n = 330,000). AID 485272. inhibition, % at 6.36 µM. recombinant PAD4, RCA probe fluorescence polarization. Q9UM07;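 active means percent inhibition above a cutoff equal to the mean of all tested compounds plus 3 SD, cut at about 15% in these data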;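 further: 0% = PAD4 with RCA probe and DMSO and 100% = probe without PAD4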
Target sequence (Q9UM07 whole entry, looked up): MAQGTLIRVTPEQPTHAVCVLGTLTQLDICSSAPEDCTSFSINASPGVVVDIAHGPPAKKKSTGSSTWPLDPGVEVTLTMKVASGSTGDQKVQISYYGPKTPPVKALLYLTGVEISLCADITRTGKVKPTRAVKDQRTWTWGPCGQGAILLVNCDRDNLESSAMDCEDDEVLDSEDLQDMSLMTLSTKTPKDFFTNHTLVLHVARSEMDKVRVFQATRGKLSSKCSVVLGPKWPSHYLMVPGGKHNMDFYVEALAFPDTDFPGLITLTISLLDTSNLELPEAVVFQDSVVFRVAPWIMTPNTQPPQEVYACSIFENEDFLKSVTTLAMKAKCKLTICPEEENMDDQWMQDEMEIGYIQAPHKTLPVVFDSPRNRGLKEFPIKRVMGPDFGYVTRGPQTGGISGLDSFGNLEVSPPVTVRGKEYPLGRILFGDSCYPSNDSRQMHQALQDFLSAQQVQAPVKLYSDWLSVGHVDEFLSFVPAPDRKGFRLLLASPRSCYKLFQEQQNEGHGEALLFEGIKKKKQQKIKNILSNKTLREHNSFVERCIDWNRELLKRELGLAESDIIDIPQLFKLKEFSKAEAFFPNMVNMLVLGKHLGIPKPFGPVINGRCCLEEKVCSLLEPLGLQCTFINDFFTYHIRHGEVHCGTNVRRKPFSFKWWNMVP
LYPLA1 counter: blocks human lysophospholipase 1, a PME1 counter-screen; O75608; recombinant LYPLA1, FP-Rh probe fluorescence polarization; inhibition, % at 5.9 µM; actives 0.16% (n = 320,000);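 active means inhibition above the mean of all tested compounds plus 3 SD, set per campaign, cut at about 14% in these data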;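 further: inhibitors block serine hydrolase probe labeling of LYPLA1 so polarization falls; 0% = enzyme with DMSO and 100% = wells lacking LYPLA1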
pPAFAH FP inh: pPAFAH (human) enzyme inhibition | Q13093 | recombinant pPAFAH, FP-rhodamine probe fluorescence polarization | inhibition, % at 3.39 µM | actives 1.5% (n = 330,000);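 active means inhibition above the mean inhibition across the screen plus 3 SD, cut at about 25% in these data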;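 further: inhibitors block binding of the rhodamine activity-based probe so polarization drops; 0% = enzyme with DMSO and 100% = wells lacking pPAFAH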
GSTO1 counter: GSTO1 inhibition, counter-screen for RBBP9 inhibitors; inhibition, % at 5.96 µM; P78417; actives 1.1% (n = 300,000); recombinant GSTO1, activity-based probe fluorescence polarization; AID 1974;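 active means inhibition above the campaign mean inhibition plus 3 SD, cut at about 35% in these data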;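 further: 0% = GSTO1-1 with DMSO and 100% = wells lacking GSTO1-1 enzyme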
PAFAH1B3 inh: PAFAH1B3 (human) inhibition; inhibition, % at 3.39 µM; actives 0.28% (n = 340,000); recombinant PAFAH1B3, FP-rhodamine probe, fluorescence polarization; AID 492972; Q15102;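 active means inhibition above the screen-wide average of all tested compounds plus 3 SD, cut at about 25% in these data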;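 further: 0% = enzyme with DMSO only and 100% = wells lacking PAFAH1B3 protein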
Target sequence (Q15102 whole entry, looked up): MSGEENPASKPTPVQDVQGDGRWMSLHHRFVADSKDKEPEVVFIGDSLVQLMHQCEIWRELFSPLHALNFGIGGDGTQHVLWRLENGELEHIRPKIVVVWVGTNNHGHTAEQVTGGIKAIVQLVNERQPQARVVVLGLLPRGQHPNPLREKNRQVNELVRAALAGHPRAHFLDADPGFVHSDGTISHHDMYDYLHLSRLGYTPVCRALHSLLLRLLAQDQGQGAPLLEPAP
PREPL inhibitor: inhibitors of human prolyl oligopeptidase-like enzyme PREPL. inhibition, % at 5.96 µM. actives 0.68% (n = 320,000). AID 2751. recombinant PREPL, fluorescence polarization activity-based probe. Q4J6C6; in the data active means inhibition above about 43%;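 further: 0% = enzyme with DMSO and 100% = wells lacking enzyme; many of its hits are not listed in these tables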
PME-1 primary: blocks human protein phosphatase methylesterase 1 | inhibition, % at 5.9 µM | Q9Y570 | actives 0.53% (n = 320,000) | AID 2130 | recombinant PME-1, FP-Rh probe fluorescence polarization;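 active means inhibition above the campaign mean of all compounds plus 3 SD, cut at about 26% in these data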;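 further: competitive labeling of PME-1 active site by serine hydrolase directed probe; 0% = PME-1 with DMSO and 100% = wells lacking PME-1 enzyme; inhibitors block probe labeling so polarization falls and inhibition rises; many of its hits are not listed in these tables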
The depositor's hits bear a star; nt = no result given.

SMILES	PAFAH1B2 FP inh	LYPLA2 counter	PAD4 inh	LYPLA1 counter	pPAFAH FP inh	GSTO1 counter	PAFAH1B3 inh	PREPL inhibitor	PME-1 primary
Cc1cccc(NCC(O)Cn2cnc3c2c(=O)n(C)c(=O)n3C)c1 (centres undefined)	3	4	4	2	0	-3	-1	5	3
CCC(C)Sc1nnc(Cc2cc(=O)[nH]c(=O)[nH]2)n1-c1ccc(F)cc1 (centres undefined)	9	-2	-1	0	4	0	-1	-10	-1
CCc1ccc(NC(=O)CSc2nnc(C)c(=O)n2N)cc1	-2	3	3	-2	-4	10	2	-3	4
CCc1ccc(NC(=S)N(CCN2CCCCC2)Cc2ccco2)cc1	0	2	-3	0	2	6	5	2	-1
COc1ccc(CCN(C)C(=O)c2cc(-c3ccccc3)nc3ccc(C)cc23)cc1OC	-2	-4	-6	-1	2	-9	2	-7	6
O=C(Nc1nc(-c2ccco2)c(-c2ccco2)s1)c1cnccn1	nt	-4	-10	-3	33*	45*	nt	18	-3
CC(C)NC(=S)N1CCCN(c2ncccc2[N+](=O)[O-])CC1	-1	0	-3	0	3	-5	2	10	2
O=C(Nc1cccc(S(=O)(=O)N2CCOCC2)c1)c1ccc(N2CCOCC2)c([N+](=O)[O-])c1	0	-6	-6	-5	-4	1	14	8	9
O=C(CN(c1ccc(F)cc1)S(=O)(=O)c1ccc2c(c1)OCCO2)NCc1ccccc1	-3	-5	0	-4	5	2	10	-11	-4
O=C(c1ccc2ccccc2n1)N1CCN(S(=O)(=O)c2ccccc2)CC1	2	nt	-1	nt	5	nt	1	7	nt
COc1ccc(/C=C2\N=C3CCCCCN3C2=O)cc1OC	-3	10	-4	3	2	-4	10	2	2
CCc1ccccc1NC(=S)N(Cc1cccc(C)c1)c1cccnc1	0	0	0	3	3	-1	5	-1	0
Cc1ccc(C(=O)NCCOc2cccc(C)c2)cc1	2	7	2	1	3	8	12	1	-5
COc1ccccc1-c1sc2ccccc2c1-c1ccc(OCCN2CCCCC2)cc1	2	nt	-2	nt	6	nt	2	nt	nt
O=C(NC1CCOc2ccccc21)c1ccc(Cl)nc1 (centres undefined)	4	-3	-3	2	0	-5	7	11	5
Cc1ccc(N(C)C(=O)c2cnn(-c3ccccc3)c2C)c(C)c1	-1	7	1	-1	0	-3	0	5	-3
COc1ccc(/C=N/NC(=O)c2cc(-c3ccccc3OC(C)C)nc3ccccc23)cc1CN1CCOCC1	1	-11	1	-7	2	-1	1	-11	0
CC1(C)Cc2nc3sc4c(NCCO)ncnc4c3cc2CS1	8	-4	0	-4	5	-7	4	-3	1
COc1cccc(NC(=O)c2sc3ncn(CC(=O)N4CCN(c5ccccn5)CC4)c(=O)c3c2C)c1	3	-1	-3	-2	-1	3	11	-1	8
CCOc1cc(C(=O)OCC(=O)c2c(C)[nH]c3ccccc23)ccc1OCC(=O)N1CCOCC1	2	-8	2	-4	-5	-5	3	-15	-2
N=c1oc2c3c4c(cc2cc1C(=O)Nc1ccccc1)CCCN4CCC3	14	9	5	7	16	12	20	38	8
COc1cc(/C=C2/SC(=Nc3ccc(O)cc3)NC2=O)cc(OC)c1O	-11	-53	-12	-23	0	-8	-14	-23	-77
O=C(COC(=O)c1cc(-c2cccc(Br)c2)nc2ccccc12)NCC1CCCO1 (centres undefined)	-3	-13	5	-9	9	-11	9	-6	3
Cc1cc(=O)oc2c(C)c(OC(C)C(=O)N3CC[C@@]4(O)CCCC[C@H]4C3)ccc12 (some centres undefined)	2	24	-2	4	4	1	2	-6	1
COc1cc(C(=O)NCC2CCCO2)cc(OC)c1OC (centres undefined)	2	-4	1	0	-4	7	2	7	-3
CCOc1ccc(OCC)c(NC(=O)CSc2nc3c(c(=O)n(C)c(=O)n3C)n2CC)c1	6	-1	1	1	0	16	-4	7	2
CC(C)OC(=O)CSc1nc(-c2ccc(F)cc2)cc(C(F)(F)F)n1	-2	-1	1	1	1	-7	7	3	-1
C(=N\NCc1ccccc1)/c1ccc2nccnc2c1	nt	11	0	1	0	0	nt	9	-1
CCOc1ccc(CNC(=O)C(CC)n2nc(C)n3c(cc4occc43)c2=O)cc1OC (centres undefined)	-1	-3	-3	3	1	-1	-5	-4	-1
CCOC(=O)c1cc(NC(=O)COC)ccc1O	nt	-3	1	-1	3	4	nt	6	-2
O=C(NNc1ccccc1Cl)C(O)(c1cccc(C(F)(F)F)c1)c1cccc(C(F)(F)F)c1	2	-18	5	-14	0	0	8	-3	-8
CC1=NN(C(=O)c2csc(C)c2C)C(O)(C(F)(F)F)C1 (centres undefined)	2	5	-2	5	5	-6	-3	5	2
N#Cc1ccccc1CN1C(=O)c2ccccc2S1(=O)=O	1	6	-2	-1	3	20	2	-6	5
COC(=O)C(NC(=O)c1ccc(F)cc1)(Nc1nc(C)cs1)C(F)(F)F (centres undefined)	-4	7	0	2	4	14	6	-1	4
CC(C)NC(=O)Nc1cccc2c1O[C@H](CN(C)C(=O)NC1CCCCC1)[C@H](C)CN([C@H](C)CO)C2=O	-1	nt	-2	nt	0	nt	0	11	nt
Cc1ccc(-c2nn(CC(=O)N3CCOCC3)c(=O)c3ccccc23)cc1S(=O)(=O)N(C)C	-1	1	-1	0	10	1	5	9	2
CN(Cc1ccccc1)CC(O)COc1ccc(CNCc2ccc(Cl)s2)cc1 (centres undefined)	3	-2	-3	1	3	-1	0	6	-5
CCC(=O)NC(c1ccc(C)cc1)c1cc(Cl)c2cccnc2c1O (centres undefined)	3	nt	-7	nt	20	nt	16	0	nt
O=C(OCC(=O)N1CCOCC1)c1ccc(Cl)nc1	-2	3	5	2	8	2	5	-4	-2
Cc1cccc(N2C(=O)c3cccc4c(N5CCCCC5)c([N+](=O)[O-])cc(c34)C2=O)c1C	2	3	-2	-1	3	-3	9	-2	-3
O=C(Oc1cccc(/C=N/NC(=O)c2ccccn2)c1)c1ccc([N+](=O)[O-])cc1	10	6	4	0	3	2	9	4	1
CCONC(=O)Nc1ccccc1	7	6	2	4	14	1	-2	4	7
CN1CCC(NC(=S)Nc2cccc([N+](=O)[O-])c2)CC1	-1	0	-2	-1	5	8	9	3	8
Cc1c(-c2ccccc2)oc2c(C(=O)N3CCN(c4ccc([N+](=O)[O-])cc4)CC3)cccc2c1=O	0	-3	-3	0	6	-4	0	13	9
CCCC(=Nc1ccccc1OC)C1=C(O)CC(c2ccccc2)CC1=O (centres undefined)	3	-2	2	-4	5	0	13	4	8
O=C(O)COc1ccccc1/C=N/NC(=O)c1cc(-c2ccccc2)nc2ccccc12	0	-1	-7	-2	-2	3	1	-2	-14
O=S1(=O)N=C(N2CCN(Cc3ccc4c(c3)OCO4)CC2)c2ccccc21	-1	2	-3	-1	3	8	4	10	-1
Cc1cccc(C(=O)NCC(=O)NCCCSc2ccccc2)c1	13	5	1	2	3	-1	10	-4	-4
Cc1cc(C(=O)NNC(=O)C(C)(C)Oc2ccc(Cl)cc2)c(C)o1	1	nt	2	nt	3	nt	6	1	nt
CCOC(=O)CSc1nnc(NC(=O)CCc2ccccc2)s1	5	-4	2	1	2	4	1	0	3
CCCCOC(=O)c1ccc(NC(=O)c2cnccn2)cc1	-3	1	-4	1	-1	-2	8	6	-10
O=C(c1cc2ccccc2s1)N1CCOCC1	1	4	-2	0	-2	0	-5	6	-2
COc1ccc2nc(/C=N/NC(=O)[C@@H]3CCCN3C(=O)OC(C)(C)C)ccc2c1	0	3	2	2	3	-3	-2	38	-3
COc1ccc(Cn2nnc3c(C)n[nH]c(=O)c32)cc1	-2	3	4	1	2	8	3	-8	1
CCOc1ccccc1NC(=O)CSc1nnc(CCC(=O)Nc2ccccc2F)n1C	-7	2	2	2	1	8	3	8	-6
CC(C)C(NC(=O)c1ccco1)C(=O)OCc1cc([N+](=O)[O-])cc2c1OCOC2 (centres undefined)	1	0	-5	-2	11	-3	1	1	10
C[C@H](NC(=O)c1nc[nH]c1C(=O)N[C@@H](Cc1ccccc1)C(=O)OC(C)(C)C)c1ccccc1	3	-14	0	-11	3	-1	-2	-2	-12
CCc1ccccc1NC(=O)C(C)n1nc([N+](=O)[O-])c(Br)c1C (centres undefined)	0	0	-4	1	8	0	4	5	3
CCC1=NN2C(=N)/C(=C/c3c(C)nn(-c4ccccc4)c3Cl)C(=O)N=C2S1	0	-1	-11	0	0	-6	6	3	-6
COc1ccccc1CN1CCN(C(=O)c2ccco2)CC1	-3	1	1	-2	0	2	5	-6	-6
CC(=O)N1CCc2cc(S(=O)(=O)NCCC(=O)Nc3ccc4c(c3)OCCO4)ccc21	-2	-1	0	-6	6	2	7	18	-3

Structures shown so far that have an aryl methoxy group (12):
SMILES	PAFAH1B2 FP inh	LYPLA2 counter	PAD4 inh	LYPLA1 counter	pPAFAH FP inh	GSTO1 counter	PAFAH1B3 inh	PREPL inhibitor	PME-1 primary
COc1ccc(CCN(C)C(=O)c2cc(-c3ccccc3)nc3ccc(C)cc23)cc1OC	-2	-4	-6	-1	2	-9	2	-7	6
COc1ccc(/C=C2\N=C3CCCCCN3C2=O)cc1OC	-3	10	-4	3	2	-4	10	2	2
COc1ccccc1-c1sc2ccccc2c1-c1ccc(OCCN2CCCCC2)cc1	2	nt	-2	nt	6	nt	2	nt	nt
COc1ccc(/C=N/NC(=O)c2cc(-c3ccccc3OC(C)C)nc3ccccc23)cc1CN1CCOCC1	1	-11	1	-7	2	-1	1	-11	0
COc1cccc(NC(=O)c2sc3ncn(CC(=O)N4CCN(c5ccccn5)CC4)c(=O)c3c2C)c1	3	-1	-3	-2	-1	3	11	-1	8
COc1cc(/C=C2/SC(=Nc3ccc(O)cc3)NC2=O)cc(OC)c1O	-11	-53	-12	-23	0	-8	-14	-23	-77
COc1cc(C(=O)NCC2CCCO2)cc(OC)c1OC (centres undefined)	2	-4	1	0	-4	7	2	7	-3
CCOc1ccc(CNC(=O)C(CC)n2nc(C)n3c(cc4occc43)c2=O)cc1OC (centres undefined)	-1	-3	-3	3	1	-1	-5	-4	-1
CCCC(=Nc1ccccc1OC)C1=C(O)CC(c2ccccc2)CC1=O (centres undefined)	3	-2	2	-4	5	0	13	4	8
COc1ccc2nc(/C=N/NC(=O)[C@@H]3CCCN3C(=O)OC(C)(C)C)ccc2c1	0	3	2	2	3	-3	-2	38	-3
COc1ccc(Cn2nnc3c(C)n[nH]c(=O)c32)cc1	-2	3	4	1	2	8	3	-8	1
COc1ccccc1CN1CCN(C(=O)c2ccco2)CC1	-3	1	1	-2	0	2	5	-6	-6

Only part of the results is shown; rates above refer to the full screens.
